m5-HT2A agonist: mouse HTR2A agonism via beta-arrestin recruitment. P35363. CHO-K1 mHTR2A beta-arrestin complementation, luminescence; percent of 30 µM serotonin response. activation, % at 7.6 µM. actives 0.66% (n = 360,000);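 active means activation above a run cutoff, the mean activation of all tested compounds plus 3 SD, cut at about 14% in these data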;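 further: 0% = plate median of compound wells and 100% = 30 µM serotonin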
Target sequence (P35363 whole entry, looked up): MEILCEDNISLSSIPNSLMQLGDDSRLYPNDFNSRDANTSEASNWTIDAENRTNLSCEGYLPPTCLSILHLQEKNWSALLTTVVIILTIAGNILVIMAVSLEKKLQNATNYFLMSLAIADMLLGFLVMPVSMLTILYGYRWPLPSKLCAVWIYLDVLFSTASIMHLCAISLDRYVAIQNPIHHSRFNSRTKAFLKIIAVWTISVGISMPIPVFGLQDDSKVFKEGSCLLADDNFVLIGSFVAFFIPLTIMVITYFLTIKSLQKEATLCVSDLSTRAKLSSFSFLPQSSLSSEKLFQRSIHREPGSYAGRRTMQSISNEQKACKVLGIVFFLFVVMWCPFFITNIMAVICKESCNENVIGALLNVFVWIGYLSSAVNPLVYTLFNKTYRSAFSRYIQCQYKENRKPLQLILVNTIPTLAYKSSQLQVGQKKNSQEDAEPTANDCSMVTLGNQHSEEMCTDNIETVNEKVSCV
PDI inh: inhibitors of human protein disulfide isomerase; PDI insulin aggregation turbidity, A650, 90 min; inhibition, % at 10 µM; AID 588391; actives 0.052% (n = 350,000);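 active means mean inhibition across replicates of 30% or more, whatever share of single replicates reach that level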;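 further: absorbance from insulin aggregation driven by PDI reduction with DTT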
Target sequence (P07237 whole entry, looked up): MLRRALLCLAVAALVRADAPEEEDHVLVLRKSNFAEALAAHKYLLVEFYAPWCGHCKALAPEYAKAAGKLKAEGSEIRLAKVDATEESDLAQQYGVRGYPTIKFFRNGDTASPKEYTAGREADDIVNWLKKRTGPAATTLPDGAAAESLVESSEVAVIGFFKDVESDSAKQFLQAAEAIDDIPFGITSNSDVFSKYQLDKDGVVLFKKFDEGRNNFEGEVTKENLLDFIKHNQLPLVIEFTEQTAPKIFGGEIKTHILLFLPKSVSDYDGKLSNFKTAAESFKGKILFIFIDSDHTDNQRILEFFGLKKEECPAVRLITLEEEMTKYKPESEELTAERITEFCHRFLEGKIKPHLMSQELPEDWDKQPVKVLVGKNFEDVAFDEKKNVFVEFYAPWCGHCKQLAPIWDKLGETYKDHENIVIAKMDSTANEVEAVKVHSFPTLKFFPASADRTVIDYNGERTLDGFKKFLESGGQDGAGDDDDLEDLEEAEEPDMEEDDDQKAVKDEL
ABCB6 inh 2: human ABCB6 transporter inhibition; Q9NP58; K562-ABCB6 porphyrin accumulation, flow cytometry, 1 h; active compounds read low; fluorescence ratio to DMSO, % at 10 µM; actives 0.19% (n = 360,000); AID 602162;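 active means fluorescence ratio to DMSO below 75%, the collection mean minus 3 SD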;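 further: signal is porphyrin accumulated inside mitochondria; 100% equals median channel fluorescence of DMSO control wells; lower ratio means ABCB6 inhibition with less porphyrin fluorescence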
aDG glyco act: alpha-DG glycosylation activation; Pro5-aDG cells, alpha-DG glycosylation AlphaScreen (IIH6); 0% Pro5, 100% B10-LARGE cell signal; activation, % at 10 µM; actives 0.22% (n = 360,000);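 active means activation of at least 8% versus controls, or a plate z-score of at least 8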;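 further: Pro5 are CHO cells carrying HIG-tagged alpha-DG that lacks glycosylation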
Vif imaging: blocks HIV Vif function; actives 0.35% (n = 340,000); AID 602346; inhibition, % at 7.49 µM; HEK293T cells, Vif self-association by quenched fluorescence, imaging, 24 h; in the data active means inhibition above about 50%, passing the limit was not always enough; further: some results filed as inactive read as strong as hits
Cardio protect: protects H9c2 cardiomyocytes from peroxide injury; AID 588492; protection from H2O2 cell death, % at 20 µM; H2O2 injury protection, ATPLite, 2 h; actives 0.63% (n = 360,000);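 active means compounds giving at least 50% protection of heart cells from peroxide-induced death in the single-dose screen, raw or plate-pattern-corrected value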;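 further: 0% = DMSO wells with peroxide and 100% = DMSO wells without peroxide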
N-glyco inh: blocks N-linked glycosylation in D54 reporter cells. D54 ERlucT glycosylation luciferase reporter, 24 h; percent of 100 nM tunicamycin response. reporter increase, % at 12.5 µM. actives 0.23% (n = 360,000). AID 588692;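 active means mean luciferase reporter signal, scaled so untreated is 0 and the glycosylation-blocking control 100, at or above a set limit in every replicate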;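 further: luciferase carries N-glycosylation sites so blocking glycosylation raises the light; 0% = median of neutral control wells and 100% = median of 100 nM tunicamycin wells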
CaV13 ICDI inh: Disruptors of the CACNA1D IQ motif to Ca2+-dependent inactivation inhibitor domain association, primary screening, Förster resonance energy transfer in intact living …. AID 743397. actives 0.098% (n = 340,000). inhibition, % at 12.3 µM. HEK cells, CFP/YFP FRET ICDI-IQ, plate reader, 10 min; percent FRET-ratio fall versus neutral wells;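 active means mean replicate inhibition of at least 30% and at least 1% of replicates passing that level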;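 further: 0% = median of the neutral control wells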
iPSC survival up: hiPSC single-cell survival enhancement; ATPlite luminescence; 100% = ROCK inhibitor wells, 0% = DMSO; actives 0.044% (n = 360,000); survival enhancement, % at 20 µM; in the data active means survival enhancement above about 18%;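 further: cells exposed to compounds for 16 hours before the ATP read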
Exocytosis inh: blocks lytic granule exocytosis | TALL-104 LAMP-1 surface exposure, flow cytometry; cells stimulated with thapsigargin and PMA | inhibition, % at 10 µM | actives 0.66% (n = 360,000) | AID 651702;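 active means inhibition above about 55%, limit read from the data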
Starred values were filed as active, the others as inactive; · = not tested or not shown. No enrichment for hits; 3.1% or so of the library scored in one or more.

SMILES	m5-HT2A agonist	PDI inh	ABCB6 inh 2	aDG glyco act	Vif imaging	Cardio protect	N-glyco inh	CaV13 ICDI inh	iPSC survival up	Exocytosis inh
O=C(Nc1cccc(C(F)(F)F)c1)c1ccc2nc(-c3ccco3)c(-c3ccco3)nc2c1	15.6*	14.6	111.0	-0.4	-2.1	8.5	1.2	·	2.3	-0.7
CN(CCCOc1ccccc1Br)Cc1ccccc1	-3.5	-4.3	101.0	0.5	-0.3	-1.5	-1.3	-7.1	-0.3	0.0
c1ccc(Nc2nc(-c3cccs3)cs2)nc1	-3.8	3.8	84.0	1.0	12.4	-32.5	-11.5	·	-3.4	2.8
N#Cc1ccc(CN2CCN(C(=O)c3ccccc3)CC2)c(Cl)c1	1.4	-2.6	90.0	0.0	17.6	4.5	0.5	-4.0	1.3	-0.8
CC(C)c1nc(SCC(=O)NCc2ccccc2)n[nH]1	10.7	-13.8	93.0	-0.1	9.7	10.0	1.6	-1.3	-2.6	-1.8
O=C(Nc1ccc2c(c1)CCC2)c1cccc(S(=O)(=O)Nc2ccccc2Cl)c1	-3.9	-4.4	94.0	0.0	4.7	-11.5	3.0	-5.6	-1.9	5.8
O=C(CCc1ccccc1)NCC(c1ccco1)N1CCc2ccccc21 (configuration not stated)	-5.6	-1.1	93.0	-0.2	0.9	1.4	9.3	-6.2	0.7	0.2
COc1cc(F)ccc1S(=O)(=O)N1CCN(Cc2ccccc2)CC1	-2.6	4.9	98.0	0.1	10.2	2.8	-1.4	-20.2	-0.4	-5.5
CCCCCC(=O)N1C[C@H](n2cc(COC(=O)c3ccccc3)nn2)[C@@H](O)C[C@@H]1c1ccc(OC)cc1	0.5	-5.0	93.0	0.1	-3.1	-11.2	1.0	-3.7	1.9	-0.9
COc1ccccc1C(=O)NCCC(=O)N1CCN(c2ccccc2O)CC1	3.5	5.8	95.0	0.2	·	-0.4	3.2	-6.0	0.0	9.6
Cc1c(C)c2ccc(OC(C)C(=O)NCCCN3CCOCC3)c(C)c2oc1=O (configuration not stated)	7.3	4.2	89.0	-0.4	7.6	-0.9	0.4	-2.5	-0.1	2.3
CN(C(=O)Cn1nnc(-c2ccccc2)n1)C1CCS(=O)(=O)C1 (configuration not stated)	0.4	0.4	102.0	0.1	-6.7	-0.2	-0.9	-7.1	-0.5	0.2
O=C(c1ccc(N2C(=O)CCC2=O)cc1)N1CCN(c2ccccc2)CC1	2.8	18.7	109.0	-0.2	2.5	-13.2	3.4	·	1.8	-1.1
COc1ccc(NC(=O)Cc2nnc(SCC(=O)Nc3ccccc3)n2C)cc1	-3.0	-0.2	100.0	-0.1	20.3	-5.6	-0.3	-2.7	-0.5	22.8
CC1(C)Nc2ccccc2C(=O)N1NC(=O)c1ccccc1	1.6	-4.5	106.0	-0.1	4.5	0.7	-1.3	-4.9	-2.3	-0.4
CC1(C)CC(=O)c2c(O)cc(OCC(=O)Nc3ccc(S(N)(=O)=O)cc3)cc2O1	1.1	·	95.0	-0.2	6.8	4.1	-7.6	·	-2.5	0.1
Cc1nn(C)cc1CNC(=O)/C=C/c1cnn(C)c1	6.3	-7.1	85.0	0.2	3.0	1.2	1.2	-10.2	0.3	3.2
COCCNC(=O)C12CC3CC(CC(Cl)(C3)C1)C2	3.1	-0.8	103.0	0.1	-8.2	8.9	4.0	-3.5	2.7	-5.0
O=C1NCCCC1C(=O)N1CCCCC1 (configuration not stated)	-2.1	-4.6	95.0	-0.4	4.4	-1.3	3.4	-4.8	2.8	3.1
CC(C)c1cccc(C(C)C)c1NC(=O)CNCc1ccccc1F	4.5	11.5	98.0	0.3	3.4	-0.6	-1.7	-2.0	-0.3	-1.2
CCc1nc(SCC(=O)Nc2ccc(C(=O)O)cc2)n[nH]1	-2.8	1.6	101.0	-0.2	·	21.0	1.0	-5.4	0.2	-2.0
CCn1c(C)[n+](CC)c2ccc(S(=O)(=O)N(C)C)cc21	2.1	4.3	99.0	-0.4	-1.8	6.9	2.0	-6.4	8.4	-0.1
COCc1cc(C)nc(SCC(=O)Nc2cc3c(cc2C#N)OCO3)c1C#N	-0.4	1.8	91.0	-0.1	-2.1	-4.6	0.0	·	-0.3	-2.9
O=C(CSc1nnc(Cc2ccccc2)o1)NCCN1C(=O)CSC1=O	0.4	-1.7	96.0	-0.1	·	11.4	-0.2	-4.9	-1.5	-2.7
O=C(NCc1ccc(Cl)cc1)c1ccccc1CCc1ccccc1	-10.6	2.6	96.0	0.1	-6.5	-6.9	-5.5	-3.6	2.5	-4.7
New compounds follow:
SMILES	m5-HT2A agonist	PDI inh	ABCB6 inh 2	aDG glyco act	Vif imaging	Cardio protect	N-glyco inh	CaV13 ICDI inh	iPSC survival up	Exocytosis inh
CCN(CC)S(=O)(=O)c1ccc(O)c(C(=O)OCC(=O)NC23CC4CC(CC(C4)C2)C3)c1	-3.7	-2.0	103.0	0.0	-8.1	-7.2	-1.2	-5.8	-1.6	-8.5
Oc1ccc2ccccc2c1/C=N/c1nc2c(s1)CCCC2	-1.5	-3.7	105.0	-0.1	3.6	-5.0	2.7	-5.6	10.3	17.5
O=[N+]([O-])c1ccc2nc(Cl)nc(-c3ccccc3)c2c1	-4.7	0.4	91.0	0.0	-4.4	-1.9	-1.2	-3.6	0.0	-15.7
CCCNC(=O)C1(C)CCCN(C(=O)c2ccc3c(c2)CCO3)C1 (configuration not stated)	10.6	14.2	112.0	-0.4	-1.2	-1.7	1.3	-4.6	0.5	-3.4
CN(C)CCCN(CCCN(C)C)C(=S)Nc1ccc(S(=O)(=O)N2CCOCC2)cc1	-1.2	-10.0	98.0	-0.1	-8.8	1.3	-1.5	-7.3	-0.5	1.1
CC(c1n[nH]c(=S)n1-c1ccc(F)cc1)N1CCCCC1 (configuration not stated)	4.3	-4.0	100.0	-0.4	19.5	-3.9	0.8	-2.4	1.0	-3.8
O=C(O)c1ccccc1NC(=S)NC(=O)c1sc2ccccc2c1Cl	-1.9	-8.4	89.0	-0.5	-4.7	-11.1	1.4	-4.0	0.4	-0.5
CCn1cc(C(=O)NN)c(=O)c2cc(F)c(N3CCOCC3)cc21	7.8	-2.9	100.0	-0.1	-2.6	5.2	0.6	-2.8	-0.6	-11.9
CC(=NNC(=O)c1cccc(S(=O)(=O)N2CCOCC2)c1)c1ccccc1	-6.1	1.8	96.0	-0.4	·	3.4	1.5	-2.0	1.4	9.4
CCOC(=O)Nc1cc(OC)c(OC)cc1Cc1nccc2cc(OC)c(OC)cc12	-2.3	8.1	101.0	0.1	2.2	5.4	-0.1	-5.1	3.0	1.2
O=C(C1=C(O)C(=O)N(CCN2CCOCC2)C1c1cccc([N+](=O)[O-])c1)c1cc2ccccc2o1 (configuration not stated)	-0.3	5.0	102.0	0.4	12.3	9.4	0.0	-5.2	-1.0	0.4
O=C(CCSc1ccccc1)Nc1nccs1	3.6	-7.4	94.0	0.0	-0.4	2.8	2.1	-5.8	1.3	0.4
Cc1c(C(=O)Nc2c(F)cccc2F)sc2ncnc(N3CCN(c4ccccc4)CC3)c12	-2.9	5.6	139.0	0.9	3.9	9.2	-0.5	5.6	0.0	0.9
Cc1cc(C)c(NC(=O)C2CCCCN2C)c(C)c1 (configuration not stated)	-1.1	-0.7	100.0	0.3	4.2	-4.4	-0.8	-4.3	3.9	3.1
C=CCn1c(=O)c2ccccc2n2c(SCC(=O)O)nnc12	-1.6	-7.9	98.0	-0.1	-1.4	1.3	2.3	-2.3	0.5	-4.1
CCCCNC(=S)N/N=C/c1sccc1C	2.1	3.2	100.0	0.3	-10.6	-9.0	0.8	-5.1	4.8	8.0
CC1(C)CC(NC(=O)c2ccc(Cl)c(Cl)c2)CC(C)(C)N1	-7.1	-16.6	90.0	-0.1	-5.7	7.7	2.2	-2.5	-0.7	-1.9
CCCN(CCC)S(=O)(=O)c1ccc(NC(=O)C2CCCO2)cc1 (configuration not stated)	-4.0	0.7	99.0	-0.2	9.4	-6.8	0.0	-4.8	-3.7	17.2
COc1cc2c3c(c1)c(N=NC(N)=S)c(O)n3C(C)(C)C=C2C	2.5	3.0	92.0	0.4	-11.5	20.8	3.3	-2.3	-0.3	-3.4
O=C1CCCC(O)=C1C1C2=C(CCCC2=O)Oc2ccccc21 (configuration not stated)	-5.2	10.4	97.0	-0.2	-5.3	3.6	-0.1	-5.6	1.0	-3.0
COc1cccc(CNCc2cccc(Br)c2)c1OC	-1.0	3.3	101.0	0.3	-3.3	-5.9	0.4	-4.1	-1.3	-2.8
CCOCCCNC(=O)CN1C(=O)COc2ccc(S(=O)(=O)N3CCOCC3)cc21	-8.3	-10.5	101.0	-0.3	1.4	1.3	1.6	-6.2	1.6	3.5
CCOC(=O)C(=O)Nc1nnc(Cc2ccc(OC)c(OC)c2)s1	-0.6	-6.5	104.0	-0.2	7.3	8.4	0.6	-5.1	0.8	1.9
OC(CCN1CCCCC1)(c1ccccc1)C1C[C@@H]2C=C[C@H]1C2 (some centres not stated)	-4.5	-4.3	109.0	-0.1	40.7	9.7	-0.7	-5.0	-2.4	-0.7
N#Cc1ccc(C(c2nnnn2CCc2ccccc2)N2CCCCCC2)cc1 (configuration not stated)	-1.9	-0.4	101.0	0.6	3.1	-1.1	-10.9	-5.3	0.6	14.0
The list continues:
SMILES	m5-HT2A agonist	PDI inh	ABCB6 inh 2	aDG glyco act	Vif imaging	Cardio protect	N-glyco inh	CaV13 ICDI inh	iPSC survival up	Exocytosis inh
COc1ccc(C(CCNCc2ccc(N(C)C)cc2)c2ccccc2)cc1 (configuration not stated)	5.8	8.8	89.0	0.2	-12.1	-12.9	-5.6	-17.7	-0.4	31.8
COc1ccc(C2C3=C(CC(C)(C)CC3=O)Nc3c2c(=O)n(C)c(=O)n3C)cc1OC (configuration not stated)	-3.7	3.3	99.0	0.0	-3.3	5.1	2.3	-2.6	-0.5	-3.3
CC1(C(=O)OCC(=O)Nc2ccc3ccccc3c2)CC1(Cl)Cl (configuration not stated)	-9.4	-2.0	98.0	0.2	-2.0	-3.3	1.0	2.1	-0.6	11.5
C[C@]12c3[nH]c4ccc(Cl)cc4c3CCN1C(=O)[C@@H](CC(=O)NCc1cccc(C(F)(F)F)c1)C[C@@H]2C(=O)N1CCCCC1	-1.8	3.0	102.0	0.4	-3.1	-13.7	-2.2	-4.9	-3.0	48.7
CC(C)(C)OC(=O)N1CCC(c2cc(=O)n3[nH]c(-c4ccc(Cl)cc4)cc3n2)CC1	2.5	-0.8	92.0	0.1	0.3	0.8	-0.9	-6.1	0.6	-6.7
Cc1noc(C)c1NC(=O)Nc1ccc2c(c1)C(=O)N([C@H](C)CO)C[C@H](C)[C@@H](CN(C)C(=O)NC(C)C)O2	6.7	-6.4	95.0	-0.1	-7.4	9.7	0.6	-4.7	-0.3	-20.1
Cc1c(C(c2cc(O)ccc2Cl)c2c(C)n(C)n(-c3ccccc3)c2=O)c(=O)n(-c2ccccc2)n1C	2.6	1.3	97.0	0.2	2.0	6.3	1.1	-3.6	-0.5	3.9
CCN(CC)C(=O)c1ccc(Cn2cc([N+](=O)[O-])cn2)o1	3.0	-0.3	105.0	0.1	8.5	1.2	1.3	-7.3	1.5	0.8
O=C1NC[C@H](CCCCN2C[C@H](Cc3ccc(O)cc3)N(CCC3CCCCC3)C(=O)C2=O)N(CC2CCCCC2)C1=O	-3.5	·	98.0	-0.1	·	·	·	-3.4	0.6	-9.9

Assay outcomes as filed in PubChem BioAssay.
